# Rab9 prom act: activates the Rab9 promoter; Huh7 Rab9 promoter-luciferase reporter, luminescence, 24 h; Potency, µM (top dose mostly 9.22 µM), inactives show at the top dose activation, negative = inhibition, hits mostly activators; 320,000 compounds, 2.8% hits; AID 485297; also: % of control where 0% means no effect; nearly all actives have a fitted effect of over 60% in size
#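 Steps: seed 1500 Huh7 Rab9-luc cells per well, rest 2 h at 37 °C; add compound in DMSO; incubate 24 h; add luciferase reagent, 10 min ambient; read luminescence.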
# NPC1 prom act: activators of NPC1 promoter; Huh7 NPC1 promoter luciferase reporter, 24 h; Potency, µM (highest dose often 9.22 µM), for inactives: at the highest dose activation, actives largely listed as activators; 320,000 compounds, 2.4% hits; AID 485313;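 also: % of control where 0% means no effect; nearly all actives have a fitted effect of over 60% in size; reporter is driven by a mutant NPC1 promoter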
#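 Stably transfected Huh7 (NPC1 promoter→luciferase), 1500 cells/well in Opti-MEM + 10% FBS, 2 h settle, then compound 24 h at 37 °C. Luminescence after 10 min with Amplite reagent.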
# FLuc modulator: firefly luciferase modulation, counter-screen for miR-21 project; Potency, µM (highest dose often 57.5 µM), for the others: at the highest dose activity change, negative = inhibition, usual class: inhibitors; purified FLuc, Km substrates, luminescence inhibition; 360,000 compounds, 6.9% hits; P08659;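 also: plate controls were vehicle for no effect and reference inhibitor for full effect; nearly all actives have a fitted effect of over 55% in size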
# Target sequence (P08659 whole entry, looked up): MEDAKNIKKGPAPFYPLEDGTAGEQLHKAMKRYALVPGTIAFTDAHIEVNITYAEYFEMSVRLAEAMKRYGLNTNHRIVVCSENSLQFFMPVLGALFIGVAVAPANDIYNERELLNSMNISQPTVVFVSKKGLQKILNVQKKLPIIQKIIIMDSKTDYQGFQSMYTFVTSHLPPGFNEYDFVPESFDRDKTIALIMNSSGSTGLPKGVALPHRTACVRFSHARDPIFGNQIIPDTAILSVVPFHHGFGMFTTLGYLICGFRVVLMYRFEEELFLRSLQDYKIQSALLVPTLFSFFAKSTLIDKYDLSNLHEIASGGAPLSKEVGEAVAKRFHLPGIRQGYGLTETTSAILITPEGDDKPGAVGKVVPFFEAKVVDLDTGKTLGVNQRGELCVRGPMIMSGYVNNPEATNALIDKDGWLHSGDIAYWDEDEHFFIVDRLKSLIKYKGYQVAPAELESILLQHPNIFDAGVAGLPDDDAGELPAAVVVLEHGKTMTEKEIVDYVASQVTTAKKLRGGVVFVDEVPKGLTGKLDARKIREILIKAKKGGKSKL
#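 Purified P. pyralis luciferase (10nM final) with 10uM D-luciferin and 10uM ATP (Km levels) in 50mM Tris acetate pH 7.5, 10mM Mg acetate, 0.01% Tween-20, 0.05% BSA; qHTS 6-point titration, ~60 µM downward; luminescence read.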
# VP16 counter: counter-screen for ROR gamma inhibitors: Gal4-VP16 reporter; Drosophila S2 Gal4-VP16 UAS-luciferase, luminescence, 20 h; Potency, µM (titrated, usually from 53.6 µM), inactives show at the highest dose activity, negative = inhibition, most hits filed as inhibitors; 310,000 compounds, 3.5% hits;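 also: Gal4-VP16 expression switched on by copper sulfate through the metallothionein promoter; % is scaled to controls: 0 for no effect and ±100 for the full control effect; nearly all actives have a fitted effect of over 50% in size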
# uPA generation: cell surface uPA generation inhibition. cell surface uPA generation assay, qHTS. Potency, µM (top dose mostly 38.3 µM), for the others: top-dose activity change, negative = inhibition, hits mostly inhibitors. 330,000 compounds, 0.31% hits; active = well fitted inhibition curve with a large enough effect; inconclusive = small, poorly fitted or top-dose-only effect; inactive = no such curve, though single readings can be large or run the other way; tested in mouse RAW 264.7 cells; also: % is scaled to controls: 0 for no effect and ±100 for the full control effect; nearly all actives have a fitted effect of over 55% in size
# ELG1 genotox: genotoxicity induction in ELG1-luciferase HEK293T cells; HEK293T ELG1-luciferase reporter, luminescence, 16 h; 330,000 compounds, 1.3% hits; Potency, µM (highest dose often 46 µM), without a hit: at the highest dose activity change, positive = activation, most hits filed as activators; also: % of control where 0% means no effect; nearly all actives have a fitted effect of over 60% in size
#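 HEK293T cells expressing luciferase-tagged ELG1 were exposed to compound or DMSO vehicle for 16 hr at 37 °C and 5% CO2. Luciferase activity was then measured with ONE-Glo after 30 min at room temperature.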
# BRCA1 expr up: activators of BRCA1 expression. MCF7-BRCA1-FFLuc reporter, luminescence, 48 h; response scale: scaled: vehicle 0%, 10 µM genistein 100%. Potency, µM (top dose mostly 46.1 µM), for the others: at the top dose activation, hits mostly activators. 380,000 compounds, 1.1% hits; also: nearly all actives have a fitted effect of over 80% in size; some results filed as inactive show a strong effect at the top dose
#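 Luminescence from a BRCA1-driven firefly luciferase in MCF7 cells was the read-out, taken 15 min after substrate addition following 48 h compound exposure at 37 °C. Data were normalized to a 10 microM genistein control and DMSO vehicle.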
# p53 reactivator: re-activators of mutant p53. H1299 p53-A138V BP100-luciferase reporter, luminescence, 24 h. Potency, µM (titrated, usually from 92.2 µM), for inactives: at the top dose activity change, positive = activation, usual class: activators. 320,000 compounds, 0.063% hits. AID 504706; also: % of control where 0% means no effect; nearly all actives have a fitted effect of over 45% in size
#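 p53-null H1299 cells stably carrying temperature-sensitive p53-A138V and a BP100-luciferase reporter were pinned with compounds (4-point, 1:5 series) and held 24 hrs at 37 deg C. Luminescence was read 10 min after detection reagent.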
# MBNL1-CUG inh: blocks human MBNL1 binding to CUG repeat RNA | Q9NR56 | TR-FRET MBNL1-His/biotin-(CUG)12 binding, 665/545 ratio | Potency, µM (doses to about 57.5 µM), without a hit: at the top dose activity change, negative = inhibition, hits mostly inhibitors | 280,000 compounds, 0.036% hits | AID 2675; active = well fitted inhibition curve with a large enough effect in the signal ratio, with a control signal flat, not every such curve was filed as active; inconclusive = small, poorly fitted or top-dose-only effect, or effect the other way, or a change in a side signal; inactive = no such curve, though single readings can be large or run the other way; the % refers to the signal ratio; also: % is scaled to controls: 0 for no effect and ±100 for the full control effect
#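 Compounds (final 92 nM to 58 uM) are added to His-tagged MBNL1 and biotin-(CUG)12, then terbium anti-His antibody and streptavidin-XL665 (5 nM final). After 60 min at room temperature, the 665/545 nm ratio is read.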
# RORgamma inh: blocks mouse ROR gamma transcriptional activity; Drosophila S2 Gal4-RORgamma UAS-luciferase reporter, 20 h; AID 2551; 310,000 compounds, 5.4% hits; Potency, µM (titrated, usually from 53.6 µM), inactives show top-dose activity change, negative = inhibition, hits mostly inhibitors; also: % is scaled to controls: 0 for no effect and ±100 for the full control effect; nearly all actives have a fitted effect of over 60% in size
# Target sequence (P51450 whole entry, looked up, the tested form may be a part): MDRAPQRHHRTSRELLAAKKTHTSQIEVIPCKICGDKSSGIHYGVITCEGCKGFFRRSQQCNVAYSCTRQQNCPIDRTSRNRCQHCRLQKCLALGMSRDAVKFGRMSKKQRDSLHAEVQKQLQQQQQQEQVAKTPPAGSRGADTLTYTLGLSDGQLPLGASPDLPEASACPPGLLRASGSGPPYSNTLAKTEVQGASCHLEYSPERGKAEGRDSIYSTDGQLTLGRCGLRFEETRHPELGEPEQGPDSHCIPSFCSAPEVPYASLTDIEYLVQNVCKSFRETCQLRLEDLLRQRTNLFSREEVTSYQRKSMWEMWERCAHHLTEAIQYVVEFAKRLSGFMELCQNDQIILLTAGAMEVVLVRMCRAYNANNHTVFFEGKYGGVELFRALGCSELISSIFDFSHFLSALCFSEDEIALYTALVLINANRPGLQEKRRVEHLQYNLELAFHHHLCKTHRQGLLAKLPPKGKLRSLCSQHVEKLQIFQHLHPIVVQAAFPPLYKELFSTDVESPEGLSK
#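 Drosophila Schneider cells stably carrying a metallothionein-driven Gal4 DBD–ROR gamma fusion and a UAS-Photinus luciferase reporter were exposed to compound for 1 hr, then induced with copper sulfate (700 uM final) for 20 hr at ambient temperature before luminescence reading.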
# Starred values were filed as active, the others as inactive; ? = inconclusive; . = no result given; [ ] = another dose, or the depositor's remark. Unless noted, calls follow the shape of the dose curve; as a rule, active = well fitted curve in the direction sought with a large enough effect; inconclusive = small, poorly fitted or top-dose-only effect, or another doubt; inactive = no such curve, though single readings can be large; an effect the other way counts as inactive or inconclusive. Potency is read from the fitted curve at half-maximal effect.
No.	mol	MBNL1-CUG inh	RORgamma inh	VP16 counter	p53 reactivator	ELG1 genotox	BRCA1 expr up	Rab9 prom act	FLuc modulator	uPA generation	NPC1 prom act
1	O=C(CN1CCN(Cc2ccccc2)CC1)NCCc1ccccc1	-2%	4%	4%	2%	1%	-9%	-4%	1%	-1%	-1%
2	Brc1cnc(N2CCCC2)nc1N1CCCCC1	5%	-5%	0%	2%	2%	-11%	11%	0%	1%	6%
3	COc1ccc(NC(=O)C2=NN(C3CCS(=O)(=O)C3)C(=O)CC2)cc1S(N)(=O)=O (stereo unspecified)	.	.	.	4%	-2%	-5%	.	.	3%	.
4	COCCNC(=O)CSc1nc2sc(C)c(C)c2c(=O)n1-c1ccccc1	-15%	-2%	-6%	-3%	6%	-4%	-2%	0%	1%	0%
5	COc1ccc2[nH]c(C(=O)O)c(CCNC(=O)/C=C/c3ccc(O)c(OC)c3)c2c1	5%	-21%	-3%	1%	1%	17%	3%	?	3%	-4%
6	CC(C)(C)OC(=O)C[C@H]1C/C=C\C[C@H](CC(=O)N(CCO)Cc2ccccc2)C(=O)NC[C@H](c2ccccc2)OC1=O	.	.	.	4%	0%	0%	.	.	11%	.
7	CCOC(=O)CNc1ncc(C(F)(F)F)cc1Cl	8%	-9%	-4%	1%	4%	36%	-8%	4%	3%	-1%
8	CC(C)[C@H](NS(=O)(=O)c1ccccc1)C(=O)Nc1ccccc1N1CCOCC1	.	.	.	6%	1%	-9%	.	.	1%	.
9	COC(=O)C1(c2ccccc2)NC(c2cccs2)C2C(=O)N(C)C(=O)C21 (stereo unspecified)	-1%	10%	-7%	13%	0%	2%	1%	2%	-1%	-2%
10	CCCc1cc(=O)[nH]c(SCC(=O)NCCN2C(=O)CSC2=O)n1	.	.	.	-1%	3%	-15%	.	.	3%	.
11	O=C1C2CCc3ccccc3C2N1c1ccccc1 (stereo unspecified)	.	.	.	-6%	2%	20%	-7%	-3%	?	1%
12	COc1cc(C)c(S(=O)(=O)Nc2ccccc2F)cc1C	-8%	17%	3%	-9%	-6%	-20%	-2%	3%	-6%	-1%
13	CCN(CC)S(=O)(=O)c1ccc(C(=O)Nc2c3c(nn2C(C)(C)C)CS(=O)(=O)C3)cc1	3%	23%	-6%[0.365 µM]	2%	1%	2%	-2%	4%	.	3%
14	Clc1ccc(Cn2nnc(-c3ccc(CN4CCOCC4)cc3)n2)cc1	1%	23%	5%	-4%	20%	9%	1%	-11%	6%	6%
15	COc1ccc2oc(=O)c(C(=O)NCc3ccccn3)cc2c1	?	?	0%	15%	10%	65%	28%	-19%	2%	10%
16	O=C(c1ccc(N2C(=O)c3ccccc3C2=O)cc1)N1CCCCC1	?	13%	16%	-4%	0%	19%	-2%	-1%	7%	-4%
17	N#Cc1ccccc1COC(=O)c1ccc2c(c1)OCCO2	.	.	.	?	18%	?	25%	13µM*	-1%	6%
18	Cc1cccc(NC(=O)c2ccc([N+](=O)[O-])o2)c1	?	?	?	-13%	2%	-31%	-21%	-22%	-8%	-13%
19	COC(=O)C1SCC2C(=O)N(Cc3ccc(F)cc3)CC(=O)N21 (stereo unspecified)	-13%	-37%	-12%	-5%	-4%	-9%	-2%	-1%	-10%	0%
20	O=C(NCCc1ccccc1)c1ccc2c(c1)N(Cc1ccccc1)CCS2	21%	30%	-10%	8%	-4%	66%	-3%	-4%	-11%	-15%
21	O=c1cc(-c2ccccc2)nc2c(-c3ccccc3)c(C(F)(F)F)[nH]n12	-5%	-37%	3%	1%	-12%	0%	-8%	?	0%	-1%
22	O=C(Nc1ccccc1)Nc1nnc(-c2ccccc2)s1	-11%	18%	-5%	6%	13%	90%	?	-5%	14%	?
23	COc1ccccc1/C=N/NC(=O)c1cccc(NC(=O)c2ccccc2Cl)c1	4%	-34%	-1%	-1%	1%	-12%	-5%	?	-3%	1%
24	COc1ccc(N(C(=O)Cc2cccs2)C(C(=O)NC2CCCC2)c2ccncc2)cc1OC (stereo unspecified)	0%	-1%	-14%	4%	7%	-10%	0%	3%	-13%	1%
25	COc1ccc(C2C(C#N)=C(N)Oc3c2c(-c2ccccc2)nn3-c2ccccc2)c(OC)c1OC (stereo unspecified)	-5%	?	-11%	6%	6%	-21%	-5%	0%	-5%	-2%
26	Cc1ccc(-n2c(SCC(=O)NCC3CCCO3)nc3ccccc3c2=O)cc1C (stereo unspecified)	.	.	.	-11%	-1%	-3%	4%	4%	-1%	-3%
27	O=C(Cn1cnc2ccccc2c1=O)NNC(=O)c1ccccc1F	.	.	.	-2%	0%	1%	.	.	2%	.
28	Cc1ccc(NC(=O)Cn2nc([N+](=O)[O-])c(Br)c2C)cc1C	-1%	39%	-3%	-2%	-4%	-4%	2%	0%	-5%	-3%
29	COC(=O)/C=C/c1cccc([C@H]2[C@@H]3C=CC[C@@H](C)[C@@H]3C(=O)N2Cc2ccccc2)c1	.	-17%	7%	-2%	1%	-20%	.	.	-18%	.
30	CC(C)CCNC(=O)CCCOc1ccccc1	-5%	7%	5%	-2%	-3%	-4%	7%	?	2%	-1%
31	Cc1cc(C(F)(F)F)nc(Nc2nc(C)c3ccccc3n2)n1	-1%	6.3µM*	?	-6%	-2%	-59%	4%	2%	2%	11%
32	c1ccc(-c2nc3ccccn3c2NC2CCCC2)nc1	12%	7%	0%	16%	4%	-59%	11%	-12%	-3%	12%
33	O=C(CCCc1nc2ccccc2s1)NCc1ccccc1	-3%	?	2%	28%	6%	45%	0%	-19%	-2%	6%
34	O=C1C(CCCNC(=S)NCc2ccccc2)NC(=S)N1Cc1ccccc1 (stereo unspecified)	-5%	22µM*	?	2%	-4%	-6%	-7%	8%	9%	-3%
35	COc1ccc(S(=O)(=O)NCC2CCCN(C(=O)c3ccccc3)C2)cc1 (stereo unspecified)	10%	17%	-20%	-1%	-1%	-1%	-2%	-7%	10%	-2%
36	Cc1ccc(C(C)NC(=O)C2CCCC2)cc1C (stereo unspecified)	-3%	.	.	.	-4%	11%	0%	9%	18%	2%
37	CC1CCN(C(=O)c2ccc(CSc3ccc(Cl)cc3)cc2)CC1	0%	?	-17%	7%	10%	-29%	2%	-1%	5%	1%
38	O=C(NCc1ccccc1)c1ccc2c(c1)C(=O)N(Cc1ccncc1)C2=O	?	40%	2%	-5%	3%	2%	5%	-1%	5%	0%
39	CC(C)(C)NC(=O)CN(Cc1ccccc1)S(=O)(=O)c1ccccc1	1%	0%	1%	?	-2%	-16%	1%	0%	-1%	3%
40	Cc1ccc(NC(=O)Cn2nc(C)c(S(=O)(=O)N(C)C)c2C)cc1	-8%	-17%	-3%	1%	-4%	1%	-2%	3%	-10%	-7%
41	CCOC(=O)C1CCN(CCC(=O)Nc2cccc(Cl)c2C)CC1	-1%	-6%	0%	-19%	-4%	-5%	0%	2%	2%	1%
42	O=C(Nc1cc(Cl)ccc1N1CCCCC1)c1cccs1	-2%	-1%	2%	3%	1%	-41%	14%	0%	3%	0%
43	Cc1ccc2c(N)c(C(=O)c3ccccc3)sc2n1	?	-7%	5%	6%	?	-6%	3.2µM*	21µM*	-1%	?
44	Cc1cccc(CC(=O)N2CCC(n3nccc3NC(=O)C3CC3)CC2)c1	3%	-19%	-3%	14%	5%	-9%	1%	5%	4%	11%
45	Cc1ccc(-c2cn3cccnc3n2)cc1NC(=O)c1c(-c2ccccc2Cl)noc1C	?	-2%	4%	-3%	-2%	-81%	9%	?	-9%	-22%
46	COc1ccc(CCNC(=O)CN(c2cccc([N+](=O)[O-])c2)S(C)(=O)=O)cc1	?	19%	22%[10 µM]	5%	-3%	20%	1%	5%	-1%	-13%
47	COc1ccc(C(=O)NCC(=O)NCC(=O)OCc2ccc(Br)cc2)cc1	-10%	24%	-3%	-10%	4%	-10%	-2%	-5%	-1%	-3%
48	CCOC(=O)Cc1cc(=O)n2[nH]c(-c3ccc(Cl)cc3)cc2n1	1%	-22%	-4%	4%	4%	-17%	0%	13µM*	-26%	3%
49	CCCN1CCC(N(C)CCc2ccc(OC)c(OC)c2)CC1	-14%	-9%	-4%	-3%	-4%	1%	-6%	3%	12%	-2%
50	CCC(C)NC(=O)C1c2cc(OC)c(OC)cc2C(=O)N(C)C1c1cccs1 (stereo unspecified)	2%	-20%	-4%	6%	-1%	16%	0%	1%	3%	0%
51	Cc1cc(/C=C2/SC(=O)N(CC(=O)OC(C)C)C2=O)c(C)n1C	7%	?	5%	23%	?	2.5µM*	?	15µM*	0%	?
52	Cc1csc(SCC(=O)N2CCN(S(=O)(=O)c3ccc(Cl)cc3)CC2)n1	-5%	?	-2%	-1%	-3%	-10%	-1%	3%	-1%	0%
53	COc1ccc(C)cc1-n1c(SCC(=O)Nc2cc(C)on2)nc2sc(C)c(C)c2c1=O	15%	21%	-6%	-11%	3%	-24%	3%	-11%	4%	2%

# Screens: PubChem, National Center for Advancing Translational Sciences (NCATS)
